NPYLR7 ag – activates Aedes aegypti NPYLR7 receptor | 0.15% of 270,000 active | AID 1259423 | HEK293T NPYLR7/Galpha15, GCaMP6s calcium fluorescence | activation, % at 10 µM; in the data active = activation above about 40%;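 also: 0% = vehicle and 100% = reference agonist at the receptor; some compounds past the cut are filed as inactive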
mcGAS inh – mouse cGAS inhibition by luminescence. Q8C6L5. recombinant cGAS, Kinase-Glo ATP depletion luminescence. inhibition, % at 12.5 µM. 0.15% of 160,000 active. AID 1259399;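 also: 0% = negative control wells and 100% = reference inhibitor with no enzyme activity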
hcGAS lum – blocks human cGAS activity. recombinant h-cGAS, ATP depletion, Kinase-Glo luminescence. inhibition, % at 12.5 µM. 0.081% of 290,000 active. AID 1259398;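 also: 0% = vehicle reaction and 100% = reaction without DNA for no activity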
Target sequence (Q8N884 whole entry, looked up): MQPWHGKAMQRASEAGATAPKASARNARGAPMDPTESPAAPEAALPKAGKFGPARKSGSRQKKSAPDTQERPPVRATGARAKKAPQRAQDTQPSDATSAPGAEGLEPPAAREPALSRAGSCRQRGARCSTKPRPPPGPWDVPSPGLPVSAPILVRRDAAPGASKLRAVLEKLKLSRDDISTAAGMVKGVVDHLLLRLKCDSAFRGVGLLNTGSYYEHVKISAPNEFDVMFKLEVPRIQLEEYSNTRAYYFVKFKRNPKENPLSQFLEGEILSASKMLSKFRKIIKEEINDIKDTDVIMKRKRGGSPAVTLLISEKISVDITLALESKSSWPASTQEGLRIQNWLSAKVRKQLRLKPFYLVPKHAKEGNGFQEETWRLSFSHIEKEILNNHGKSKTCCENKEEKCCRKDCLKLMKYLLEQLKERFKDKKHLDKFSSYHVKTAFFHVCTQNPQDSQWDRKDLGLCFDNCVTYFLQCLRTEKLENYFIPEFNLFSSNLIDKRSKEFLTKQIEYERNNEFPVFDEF
Numbers without * were called inactive; · = not tested or not shown; & = joins results of further samples. Rule as the data show it, unless noted: active = inhibition above about 40%; inactive = the rest.

SMILES	NPYLR7 ag	mcGAS inh	hcGAS lum
O=c1[nH]c2ccc(S(=O)(=O)NCc3ccccn3)cc2s1	0	·	4
Cc1ccc(C(C2Sc3ncnn3C2=O)N2CCCCC2)cc1 (centres undefined)	-4	-1	3
O=C(NC1CCCCC1)c1csc(CSc2nnc(-c3ccccc3Cl)n2-c2ccccc2Cl)n1	4	-6	-9
CCCc1cc(NCc2cccnc2)n2c(nc3ccccc32)c1C#N	3	-3	-8
COc1ccc(OC)c(-c2cccc(-c3cccc(NC(=O)C(C)Cl)c3)n2)c1 (centres undefined)	3	-3	-3
COc1cccc(C(NC(=O)C2CCN(CCOc3ccc(Cl)cc3)CC2)c2ccccn2)c1 (centres undefined)	12	-3	-3
COc1cc(OC)cc(C(=O)NCC(=O)NCCc2ccc3c(c2)OCO3)c1	0	-1	-1
C=CCN1C(=O)NC(c2ccccc2F)C2=C1CN(Cc1ccccn1)C2=O (centres undefined)	-1	-6	-7
O=C(Cn1nc(-c2ccccc2)c2sc(N3CCOCC3)nc2c1=O)Nc1ccccc1	-3	-7	-5
O=C(NCc1c(F)cccc1F)c1c(O)nc2sccn2c1=O	0	-8	-7
Cc1ccccc1-c1ccc(N2CCC(C(=O)Nc3cccnc3)CC2)nn1	-11	-5	-1
Cc1ccccc1NC(=O)NCCNc1cc(-n2cccn2)ncn1	-8	-6	-3
COCCNc1nc(NCCCN2CCCC2=O)c2sccc2n1	6	·	-14
COc1ccc(CCN(Cc2ccc(C)o2)C(=O)CN(C(=O)Nc2cccc(F)c2)C(C)C)cc1OC	-7	-4	-1
Cc1ccc(CSc2nc3c(c(=O)n2-c2ccc([N+](=O)[O-])cc2)SCC3)cc1	2	-8	-11
Cc1ccccc1CCC1CCCN(C(=O)Cn2cc(C)c(=O)[nH]c2=O)C1 (centres undefined)	4	·	-7
CC(=NN1CCN(C2c3ccccc3-c3ccccc32)CC1)c1ccncc1	5	-4	-3
CC(C)=NOC(C)C(=O)N1CCc2c(cnn2C(C)(C)C)C1 (centres undefined)	2	·	16
Cc1ccc(-c2ccncc2)cc1NC(=O)CC(C)(C)C(=O)O	6	·	-8
Cc1ccc(-n2cc(CN(C)CCc3c(C)n[nH]c3C)c(-c3ccc(F)cc3)n2)cc1	2	-11	-9

7 compounds from above with just NPYLR7 ag and hcGAS lum.
smiles | NPYLR7 ag | hcGAS lum
COc1ccc(OC)c(-c2cccc(-c3cccc(NC(=O)C(C)Cl)c3)n2)c1 (centres undefined) | 3 | -3
COc1cccc(C(NC(=O)C2CCN(CCOc3ccc(Cl)cc3)CC2)c2ccccn2)c1 (centres undefined) | 12 | -3
COc1cc(OC)cc(C(=O)NCC(=O)NCCc2ccc3c(c2)OCO3)c1 | 0 | -1
C=CCN1C(=O)NC(c2ccccc2F)C2=C1CN(Cc1ccccn1)C2=O (centres undefined) | -1 | -7
O=C(Cn1nc(-c2ccccc2)c2sc(N3CCOCC3)nc2c1=O)Nc1ccccc1 | -3 | -5
O=C(NCc1c(F)cccc1F)c1c(O)nc2sccn2c1=O | 0 | -7
Cc1ccccc1-c1ccc(N2CCC(C(=O)Nc3cccnc3)CC2)nn1 | -11 | -1

Back to the main list, starting six compounds before the break.
SMILES	NPYLR7 ag	mcGAS inh	hcGAS lum
Cc1ccc(CSc2nc3c(c(=O)n2-c2ccc([N+](=O)[O-])cc2)SCC3)cc1	2	-8	-11
Cc1ccccc1CCC1CCCN(C(=O)Cn2cc(C)c(=O)[nH]c2=O)C1 (centres undefined)	4	·	-7
CC(=NN1CCN(C2c3ccccc3-c3ccccc32)CC1)c1ccncc1	5	-4	-3
CC(C)=NOC(C)C(=O)N1CCc2c(cnn2C(C)(C)C)C1 (centres undefined)	2	·	16
Cc1ccc(-c2ccncc2)cc1NC(=O)CC(C)(C)C(=O)O	6	·	-8
Cc1ccc(-n2cc(CN(C)CCc3c(C)n[nH]c3C)c(-c3ccc(F)cc3)n2)cc1	2	-11	-9
CC(=O)c1c(C)[nH]c(C(=O)OCC(C)C)c1C	12	·	-10
O=C(c1cc(COc2cncc(Cl)c2)on1)N1CCC(N2CCSCC2)CC1	11&-5	-4	-11&-7
CCc1ccccc1N1CC(C(=O)NCc2cccnc2OC(C)C)CC1=O (centres undefined)	-2	·	-3
Cc1ccc(S(=O)(=O)N2CCCC(OCc3ccccc3Cl)C2)cc1 (centres undefined)	-5	-3	1
COc1ccccc1N1CCN(Cc2nc(-c3ccc4c(c3)OCO4)no2)C(C)C1 (centres undefined)	17	-8	-8
O=C(COc1ccccc1F)NCC1CCN(S(=O)(=O)C2CC2)CC1	-9	·	-3
COC(=O)c1ccc(COC(CN2CCN(C(=O)Nc3ccccc3OC)CC2)c2cccc(OC)c2)cc1 (centres undefined)	·	-9	-9
COc1cc(C=CC(=O)c2cc3ccccc3oc2=O)cc([N+](=O)[O-])c1O	13	16	-35
Nc1c(S(=O)(=O)c2cccs2)c2nc3ccccc3nc2n1/N=C\c1cccc(O)c1	8	-7	-4
COc1ccc(S(=O)(=O)NCCc2csc3nc(-c4ccccc4F)nn23)c(OC)c1	0	-8	-4
CCn1ncc(Cl)c1C(=O)NCc1cccnc1N1CCN(C)CC1	-3	·	0
O=C(CC1CCc2ccccc21)N(CCO)Cc1nccs1 (centres undefined)	20	·	-5
CCOC(=O)c1ccccc1-c1c2ccc(=N)cc-2oc2cc(N)ccc12	120*	-12	-2
Oc1ccc(-c2[nH]ncc2-c2ccc(Cl)cc2)c(O)c1	2	·	3
CC(C)(C)C(=O)C=c1[nH]c(=O)c(=Cc2cc(Br)cs2)s1	30	·	-1
CCOc1ncccc1CNC(=O)c1cc2c(s1)CCC2	2	·	-1
CCC1CCCCN1C(=O)C1C2C=CC3(CN(c4cccc(OC)c4)C(=O)C13)O2 (centres undefined)	1	·	-11
CCN1CC(CN(C)Cc2cccc3c2OCCO3)Oc2ccccc21 (centres undefined)	8	·	-5
COc1ccc(-c2csc(-n3[nH]c(C)c(N=Nc4cccc(C(F)(F)F)c4)c3=O)n2)cc1	-6	-5	7
O=C(OCc1cc(-c2ccc3c(c2)OCO3)on1)c1cc2ccccc2o1	1	·	3
CC(=O)Nc1ccc(S(=O)(=O)NCC(c2ccsc2)N2CCCC2)cc1 (centres undefined)	4	-6	-2
CNC(=O)CC1C(=O)NCCN1C(=O)c1cc2ccccc2n1C (centres undefined)	6	-18	-6
CN(C(=O)CCc1cc(Cl)cs1)c1nccs1	22	-17	-7
COc1cccc(NC(=O)Nc2ccc(Nc3ccc(-n4nc(C)cc4C)nn3)cc2)c1	-2	-10	-3
COc1ccc(C(=O)N2CCSC23CCN(C(=O)NCc2ccccc2)CC3)cc1	·	-5	-8
Nc1nc2ncn(CC(O)CCl)c2c(=O)[nH]1 (centres undefined)	-6	·	-4
O=C1c2ccccc2C(=O)N1CNc1cccc(Cl)c1	-2	-6	-7
Cc1cc(-c2csc(Nc3ccccc3)n2)c(C)n1C	4	·	5
O=C(c1ccccc1NCc1ccccn1)N1CCCN2CCC[C@H]2C1	1	·	-5
COc1ccccc1CN(CCc1c[nH]c2ccccc12)C(=O)CN(C(C)C)S(=O)(=O)c1ccc(Cl)c([N+](=O)[O-])c1	·	0	4
COc1cc(C(=O)N2CCNCC2C(=O)NCc2ccccn2)ccn1 (centres undefined)	11	·	-4
O=C(CC(O)(c1ccccc1)C(F)(F)F)N1CCN(Cc2ccc(Cl)cc2)CC1 (centres undefined)	13	-14	-8
C=CCOCC(O)CN(CCN1CCOCC1)Cc1ccc(OC)cc1 (centres undefined)	28	-6	-11
O=C(CCNC(=O)c1ccccc1F)NCCc1cnc[nH]1	-4	-19	-2
Cc1ccsc1[C@@H]1CCN(C(=O)c2ccc(-c3ncn[nH]3)cc2)C[C@H]1O	21	·	-7
CC1CCCCN1S(=O)(=O)c1ccccc1C(=O)O (centres undefined)	6	-4	-10
Cc1ccc(S(=O)(=O)NCCn2nc(-c3ccccc3)ccc2=O)s1	-1	-9	-6
CC(=O)N1c2ccccc2N=C2CC(C)(C)CC(=O)C2C1c1cccs1 (centres undefined)	7	-8	-4
COc1ccc(C=C2N=C(c3cccc(C)c3)OC2=O)cc1Br	0	-4	-5
Cc1cc(-c2nn(-c3ccccc3F)cc2CN(C)C(C)c2nccs2)c(C)s1 (centres undefined)	14	-10	-7
COc1cc(-c2cnn3c(C)c(C(=O)NCC4CCCO4)cnc23)cc(OC)c1OC (centres undefined)	18	-6	-3
Cc1cccn2c(CC(=O)NCc3cn4c(n3)SCC4)cnc12	0	·	-2
CC(CCc1ccccc1)NC(=O)c1csc(CSc2nnc(-c3ccco3)n2-c2ccccc2F)n1 (centres undefined)	-1	-6	-10
Cc1ccnc(SCc2cc(=O)c(OC(=O)Cc3ccc([N+](=O)[O-])cc3)co2)n1	-13	-2	-2
O=C(CCCSc1ccc(NC(=O)c2cccs2)nn1)Nc1cccnc1	2	1	3
C=CCn1cc(CN2CC[C@@H](N3CCN(c4ccccc4F)CC3)[C@H](O)C2)c(C)n1	20	·	-8
O=c1n(CC2COCCO2)nc(C2CCNCC2)n1Cc1ccccc1 (centres undefined)	6	·	-7
CC(C)c1nc(CCN(C)C(=O)CCN2CCCCO2)no1	-2	·	-2
CN(c1cccc(C#N)c1)S(=O)(=O)c1cn[nH]c1C(C)(C)C	6	·	-5
CC(=O)OC(C(=O)N1CCc2ccccc2C1c1ccc(Cl)cc1)c1ccccc1 (centres undefined)	·	-7	-8
Cc1cc(C(=O)Nc2ccc(Cl)cc2F)nc2[nH]c(=O)[nH]c(=O)c12	-6	3	6
COCCOCC(=O)N1CCN(c2c(-c3ccc(OC)cc3)cnc3ncnn23)CC1	·	-6	-5
Cc1ccccc1N1CC(O)(c2cccs2)[N+]2=C1CCCCC2 (centres undefined)	-4	-9	-5
COc1cc(N[C@H]2COC[C@@H]2N2CCCCC2)ncn1	·	-6	-10
O=C1CCC([N+](=O)[O-])C(c2ccc(Br)cc2)N1 (centres undefined)	-9	·	-2
COc1ccc(C(=O)NCCn2cc(SCC(=O)N3CCOCC3)c3ccccc32)cc1	-6	·	-3
CCOC(=O)c1c(NC(=O)Cn2nc(C(F)(F)F)cc2C)sc(C)c1C	-1	·	-8
Cc1cc2nc(-c3ccccc3)c(N3CCCN(C(=O)c4cccs4)CC3)nc2cc1C	·	2	-2
O=c1oc(C=Cc2ccco2)nc2sc3c(c12)CCCC3	-2	·	-8
Cc1ccc2[nH]c3c(c2c1)CN(C(=O)C1=NN(C2CCS(=O)(=O)C2)C(=O)CC1)CC3 (centres undefined)	3	·	-1

New compounds follow.
SMILES	NPYLR7 ag	mcGAS inh	hcGAS lum
COc1ccc(CN2CCCn3cccc3C2c2ccc(Cl)cc2)c(OC)c1 (centres undefined)	-2	-7	-9
CS(=O)(=O)c1cccc(OCC(=O)N2CCCCc3ccccc32)c1	6	·	-2
CCCCCCc1ccc(C(=O)N(CCOC)CC(=O)N2CCc3sccc3C2c2ccc(C)cc2)cc1 (centres undefined)	-3	-6	-6
NC(=O)C1CN(C(=O)c2ccccc2OCc2ccc(Cl)cc2Cl)CCO1 (centres undefined)	6	-10	-5
Cc1ccc(C(=O)NCC(=O)N(C)Cc2ccccc2C)s1	-25	·	-4
CC(C)n1cc(C(=O)N2CCN(C)CC2)c2nn(-c3ccccc3)c(=O)c-2c1	-1	-8	-6
CN1CCNC(=O)C12CCN(C(=O)NCc1ccc(F)cc1)CC2	7	-17	-6
CC(C(=O)NC(C)(C)C)S(=O)Cc1cc(Cl)c2c(c1)OCCO2 (centres undefined)	-3	2	9
COc1cccc2c(SC)nccc12	2	·	0
CC1=NOC(C(=O)NCCC(=O)Nc2ccc(C)cc2C)C1 (centres undefined)	1	-11	-5
O=C(CSc1nnc(-c2ccccc2)n1-c1ccccc1)N/N=C\c1cccc(Oc2ccccc2)c1	-4	·	-7
CCOc1ccc(OCC(=O)NCCc2nnc3ccccn23)cc1	3	-8	-10
Cc1cccc(-c2nnc(SCC(=O)N3CCCC3)n2CC(N)=O)c1	4	-8	-6
Cc1ccccc1CNC(=O)CSc1nnc(C23CC4CC(CC(C4)C2)C3)o1	0	·	-6
Cc1cc(C(=O)OCC(=O)c2ccc3ccccc3c2)c2ccccc2n1	7	-8	-8
CCc1ccc(-c2c(-c3ccccc3)ncn2CC2CCS(=O)(=O)C2)o1 (centres undefined)	9	·	0
Cn1cccc1CN(CC(O)COCc1ccco1)CC1CCCO1 (centres undefined)	26	-7	-13
COc1ccc(-c2cnc3ncnn3c2N2CCN(C(=O)c3ccc4nonc4c3)CC2)cc1	4	-6	-7
CC(=O)Nc1nnc(C)s1	-8&2	-2	-5&-2
COc1ccccc1C(=O)N(Cc1ccc(OS(=O)(=O)c2cccc(C(F)(F)F)c2)cc1)Cc1ccco1	16	-5	-3
O=C(N1CCN(c2ncnc3c2nnn3-c2ccccc2)CC1)C12CC3CC(CC(C3)C1)C2	-10	-7	-4
CC(C)(C)c1cc(NC(=O)C2(C)CCN2C(=O)c2ccccc2CCc2ccccc2)no1 (centres undefined)	0	-6	-6
CC1CN(C(=O)CNC2CCc3ncnn3C2)CCO1 (centres undefined)	8	·	-11
O=c1c2cc(F)ccc2ncn1CCN1CCC(O)CC1	3	·	-5
CC(C)(C)OC(=O)N1CCN(c2nc(-c3ccccc3)c3cc(Br)ccc3n2)CC1	-5	·	-3
CC(C)CN(CC(N)=O)S(=O)(=O)c1ccc(C#N)cc1	9	·	-4
CC(=O)c1cccc(OCC(=O)c2cc(C)n(-c3nccs3)c2C)c1	4	·	0
CCCNc1nnc(S(=O)(=O)Cc2nc3ccccc3s2)s1	0	·	5
Cc1noc(-c2cccc(F)c2)c1C(=O)NCc1ccc2c(c1)OCO2	8	-8	-4

Some of these compounds in order of formula weight, lowest first:
SMILES	NPYLR7 ag	mcGAS inh	hcGAS lum
CC1CN(C(=O)CNC2CCc3ncnn3C2)CCO1 (centres undefined)	8	·	-11
CC(C)CN(CC(N)=O)S(=O)(=O)c1ccc(C#N)cc1	9	·	-4
O=C(N1CCN(c2ncnc3c2nnn3-c2ccccc2)CC1)C12CC3CC(CC(C3)C1)C2	-10	-7	-4

Compound activity: PubChem BioAssay, Fisher Drug Discovery Resource Center

Compounds were not picked by outcome, and some 0.27% of all compounds hit somewhere here.
